High-throughput results from PubChem BioAssay.
hgDAF12 agonist: H. glycines DAF-12 receptor agonists, primary screen, cell-based, luminescence, HEK293, GAL4 fusion, UAS-luciferase. Nuclear hormone receptor DAF-12 (Heterodera glycines), GAL4 fusion. HEK293 GAL4-hgDAF12 UAS-luciferase reporter, agonist luminescence; normalized to butyrate control. activation, % at 6.8 µM. 370,000 tested, 1.8% active;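 active means activation above a cutoff set at the mean of all screened compounds plus 3 SD, cut at about 10% in these data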;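 further: 0% = DMSO wells and 100% = sodium butyrate wells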
DAX1 inh-1: DAX1 (NR0B1) inhibitors on StAR promoter, primary screen, cell-based, luminescence, SF-1 (NR5A1), full-length DAX-1. HEK293T StAR-luciferase reporter, SF-1/DAX-1 repression relief. inhibition, % at 6.8 µM. 370,000 tested, 1.1% active. AID 652010, 2013;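 active means inhibition above the mean over all tested compounds plus 3 SD, cut at about 3.6% in these data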;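 further: 0% = DAX-1 cells with DMSO and 100% = cells lacking DAX-1 with DMSO; higher inhibition means more luminescence from relief of DAX-1 repression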
ssDAF12 agonist: S. stercoralis DAF-12 nuclear receptor activators, primary screen, cell-based, luminescence, HEK293, GRIP1 co-expression, lit1-tk-luc | 370,000 tested, 1% active | Nuclear hormone receptor DAF-12 (Strongyloides stercoralis) | HEK293 ssDAF-12/GRIP1 lit1-tk-luc reporter; % of 3 µM dafachronic acid response | activation, % at 6.8 µM;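 active means activation above the mean over all tested compounds plus 3 SD, cut at about 0.9% in these data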;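 further: 0% = DMSO-only wells and 100% = 3 µM delta7-dafachronic acid wells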
KLK7 zymogen act: proKLK7 zymogen activators, primary screen, biochemical, fluorescence intensity | Kallikrein-7 (Homo sapiens), P49862 | purified proKLK7, EDANS-DABCYL substrate fluorescence; 100% is mature enzyme control, 0% vehicle | activation, % at 7 µM | 370,000 tested, 0.9% active | AID 652039, 2013;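 active means activation above the mean of all tested compounds plus 3 SD, computed per campaign excluding outliers beyond control limits, cut at about 13% in these data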
Target sequence (P49862 whole entry, looked up): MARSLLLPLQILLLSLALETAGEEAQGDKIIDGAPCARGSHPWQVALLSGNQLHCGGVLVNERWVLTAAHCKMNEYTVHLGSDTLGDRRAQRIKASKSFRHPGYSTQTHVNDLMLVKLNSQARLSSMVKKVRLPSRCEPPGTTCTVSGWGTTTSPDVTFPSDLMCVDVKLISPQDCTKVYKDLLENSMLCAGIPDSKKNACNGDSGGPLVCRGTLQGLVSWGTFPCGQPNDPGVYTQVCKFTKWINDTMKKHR
GAA850 FXN act: FXN promoter activators, primary screen, cell-based, luciferase luminescence, HEK293 lucGAA850; HEK293 lucGAA850 FXN promoter luciferase reporter, 24 h; percent of 10 µM SAHA response; activation, % at 6 µM; 360,000 tested, 0.56% active;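 active means activation above the average of all compounds screened plus 3 SD, cutoff fixed separately per campaign, cut at about 7.5% in these data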;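 further: 0% = DMSO wells and 100% = 10 µM SAHA wells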
GC-A act: GC-A stimulated cGMP production enhancers – HEK293 GC-A cells, cGMP TR-FRET, EC30 ANP, primary screen | Atrial natriuretic peptide receptor 1 (Homo sapiens), P16066 | 0% at EC30 ANP, 100% saturating ANP | activation, % at 10 µM | 370,000 tested, 0.14% active; in the data active means activation above about 40%
SMARCA2 act: SMARCA2 (BRM) function activators, primary screen, cell-based, luminescence, high throughput. MG213 cells, MMTV-luciferase reporter, dexamethasone, overnight. activation, % at 9.1 µM. 370,000 tested, 1% active; in the data active means activation above about 7.8%;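 further: 0% = vehicle wells and 100% = reference activator wells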
DAX1 inh-2: DAX1 (NR0B1) inhibitors, primary screen, cell-based, HEK293, Gal4-DAX1, luciferase luminescence | HEK293 Gal4-DAX1 luciferase reporter | AID 504766, 2011 | inhibition, % at 6.75 µM | Nuclear receptor subfamily 0 group B member 1 (Homo sapiens), P51843 | 340,000 tested, 0.99% active;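 active means inhibition above the mean over all tested compounds plus 3 SD, cut at about 4.2% in these data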;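 further: 0% = DAX1-transfected cells with DMSO and 100% = empty-vector control cells with DMSO; inhibition shows as a rise in luminescence from relieved DAX1 repression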
Target sequence (P51843 207-470 limits assumed): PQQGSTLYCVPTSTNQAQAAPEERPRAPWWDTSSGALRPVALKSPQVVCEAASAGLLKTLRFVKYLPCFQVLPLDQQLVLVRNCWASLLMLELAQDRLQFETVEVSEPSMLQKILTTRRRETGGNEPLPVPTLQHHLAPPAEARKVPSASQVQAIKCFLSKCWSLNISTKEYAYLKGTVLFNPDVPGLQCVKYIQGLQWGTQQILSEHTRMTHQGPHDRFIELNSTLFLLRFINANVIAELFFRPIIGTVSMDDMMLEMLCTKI
hcDAF-12 act: H. contortus DAF-12 nuclear receptor activators, primary screen, cell-based, luminescence, HEK293, lit1-tk-luc reporter. HEK293 hcDAF-12 lit1-tk-luc reporter; 0% DMSO, 100% Δ7-dafachronic acid. activation, % at 6.8 µM. 370,000 tested, 1.4% active. AID 652067, 2013;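 active means activation above the mean of all tested compounds plus 3 SD, cut at about 5.5% in these data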;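 further: 100% = response to 3 µM Δ7-dafachronic acid high control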
sPLA2-III inh: human group III sPLA2 inhibitors, primary screen, biochemical, QFRET, BODIPY PC-A2 liposome substrate; Group 3 secretory phospholipase A2 (Homo sapiens), Q9NZ20; QFRET BODIPY PC-A2 liposome hydrolysis, fluorescence; inhibition, % at 12.2 µM; 370,000 tested, 0.56% active; AID 743126, 2013;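 active means inhibition above mean plus 3 SD of compounds lying within the high and low control bounds, cut at about 19% in these data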;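 further: 0% = median of test compound wells and 100% = no enzyme DMSO wells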
Target sequence (Q9NZ20 whole entry, looked up): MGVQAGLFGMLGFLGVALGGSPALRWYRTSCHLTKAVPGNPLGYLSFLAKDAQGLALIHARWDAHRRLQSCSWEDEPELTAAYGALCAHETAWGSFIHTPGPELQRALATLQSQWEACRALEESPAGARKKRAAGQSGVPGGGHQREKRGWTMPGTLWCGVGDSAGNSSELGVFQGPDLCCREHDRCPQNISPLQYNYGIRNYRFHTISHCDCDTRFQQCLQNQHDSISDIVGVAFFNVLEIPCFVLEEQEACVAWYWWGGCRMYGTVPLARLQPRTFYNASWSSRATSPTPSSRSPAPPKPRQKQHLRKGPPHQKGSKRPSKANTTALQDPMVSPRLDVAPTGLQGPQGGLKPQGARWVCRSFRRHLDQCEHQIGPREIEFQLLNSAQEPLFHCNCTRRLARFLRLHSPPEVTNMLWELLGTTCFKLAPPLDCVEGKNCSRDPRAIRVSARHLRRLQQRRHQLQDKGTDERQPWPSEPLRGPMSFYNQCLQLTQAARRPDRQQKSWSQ
NPR2 activator: human GC-B receptor activators, primary screen, HEK293 GC-B cells, cGMP TR-FRET, EC30 CNP; Atrial natriuretic peptide receptor 2 (Homo sapiens), P20594; 0% at EC30 CNP, 100% saturating CNP; activation, % at 10 µM; 370,000 tested, 0.11% active; AID 1920062, 2024;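 active means activation at 10 µM reaching about 35% in either raw or pattern-adjusted values, limit read from the data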
* = called active by the depositor; · = no result given.

SMILES | hgDAF12 agonist | DAX1 inh-1 | ssDAF12 agonist | KLK7 zymogen act | GAA850 FXN act | GC-A act | SMARCA2 act | DAX1 inh-2 | hcDAF-12 act | sPLA2-III inh | NPR2 activator
Cn1nnc(NC(=S)NC(=O)c2cccc3c(Cl)cccc23)n1 | -2.0 | 0.0 | -0.6 | -0.1 | 0.7 | -2.9 | -1.7 | 1.2 | -0.4 | 18.7 | -0.7
CC(/C=N\NC(=O)CN1CCN(S(=O)(=O)c2ccc(C)cc2)CC1)=C\c1ccccc1 | 0.6 | -1.1 | -1.9 | 0.0 | 1.2 | 0.2 | -3.1 | -1.0 | -2.6 | -24.3 | 0.6
O=C(CN1C(=O)C2C3C=CC(C3)C2C1=O)OCC(=O)c1ccc(Cl)c([N+](=O)[O-])c1 (stereo not given) | -0.1 | -1.2 | -0.3 | -0.7 | 3.0 | -1.3 | 4.8 | 0.2 | 0.8 | -2.5 | -5.6
CCOC(=O)C(NC(=O)c1ccc(F)cc1)(Nc1sc2c(c1C(N)=O)CCC2)C(F)(F)F (stereo not given) | -2.3 | 0.4 | -1.1 | 0.6 | 1.0 | -6.7 | 3.6 | -0.6 | -0.1 | -4.7 | 4.5
O=C(c1cccs1)N1C[C@H](O)[C@@H](n2cc(-c3ccc(F)cc3)nn2)C[C@@H]1c1ccccc1 | 6.7 | 1.8 | -1.0 | -0.2 | -0.8 | 4.9 | 4.9 | -0.2 | -0.4 | -3.0 | 2.3
COCC(=O)N(C)CC1CCCN(CCc2ccccc2OC)C1 (stereo not given) | -1.2 | 0.1 | -1.2 | 0.0 | 2.9 | 2.0 | -1.8 | -1.1 | -0.2 | 0.2 | 1.6
O=C1c2ccccc2C(=O)N1CC1=CCS(=O)(=O)C1 | 2.0 | 0.2 | -0.7 | -0.1 | 0.1 | 1.0 | 0.2 | 0.4 | -0.5 | 3.1 | -1.1
Cc1ccc2oc(=O)c(/C=C(\O)c3ccccc3)nc2c1 | 5.3 | 0.2 | -0.1 | 0.4 | 3.2 | 11.4 | 6.5 | 0.4 | 1.2 | -14.3 | -4.7
Cc1ccc2nc(-c3ccccn3)cc(C(=O)Nc3ccc(S(=O)(=O)N4CCOCC4)cc3)c2c1 | 4.2 | 0.2 | -1.0 | 0.2 | 2.4 | -2.7 | -2.4 | 0.6 | -0.6 | -0.8 | -0.4
Cc1cc2n(n1)C(c1sccc1C)Nc1c(C)cccc1-2 (stereo not given) | -0.6 | -0.2 | -1.1 | -0.4 | 4.2 | -8.6 | -4.1 | 0.1 | -0.6 | 4.8 | -9.8
O=C1/C(=C\c2cccnc2)CCc2ccccc21 | 11.7* | 0.6 | -0.9 | -1.0 | 0.2 | 0.3 | 2.4 | 0.1 | -0.9 | 1.8 | -3.3
COc1ccc(Cl)c(-c2cc(C(=O)Nc3ccccc3)[nH]n2)c1 | 17.9* | 7.0* | -0.1 | 0.3 | 2.0 | 3.8 | -0.9 | · | 6.5* | -8.0 | -6.8
COCCNC(=O)C1CCCN(C(=O)COc2ccc(C(C)(C)C)cc2)CC1 (stereo not given) | 2.7 | -0.1 | 0.0 | -0.4 | 2.9 | -1.9 | 2.1 | · | 2.8 | -1.7 | 0.2
Cc1cccc(-c2cccc3c4c([nH]c23)[C@@H]2C[C@H](N(C)C(=O)c3ccccc3C)[C@H]([C@H](C)O)CN2CC4)c1 | -0.2 | -0.8 | -2.0 | 1.8 | · | -2.5 | 4.0 | · | -1.4 | 2.4 | -6.1
O=C(N/N=C\c1c(O)ccc2ccccc12)c1ccc(S(=O)(=O)N2CCCCC2)cc1 | 2.3 | -0.1 | -1.1 | 0.0 | 1.5 | -2.2 | -0.4 | -0.9 | -1.2 | 7.8 | 4.9
O=C(NCc1ccccc1)c1cccc(COc2cc(Cl)ccc2Cl)c1 | 10.7* | 0.0 | 0.0 | 0.5 | 5.3 | -1.8 | 2.4 | 0.1 | 0.4 | 2.1 | 8.9
CSCC[C@H](NC(=O)c1cc2c([nH]c3ccccc32)c(-c2ccccc2)n1)C(=O)O | 2.1 | -0.1 | -1.4 | -0.3 | 0.0 | 3.5 | 2.0 | 0.3 | 1.0 | -14.6 | -0.7
CCN(CC)C(=O)Cn1cc(C(=O)C(=O)N2CCN(Cc3ccc4c(c3)OCO4)CC2)c2ccccc21 | -0.8 | 0.6 | -1.1 | -0.1 | -1.1 | 2.2 | -0.3 | 0.4 | -1.3 | 0.1 | 4.8
NC(=O)c1ccc(NC(=O)Cc2ccc(S(=O)(=O)N3CCCCC3)cc2)cc1 | -1.1 | 0.2 | -1.2 | -0.1 | 0.7 | 3.0 | -2.7 | -0.2 | -0.8 | -6.0 | 1.8
Cc1cc(C(=O)N/N=C/c2cc(Br)ccc2OC(=O)c2ccccc2Cl)n[nH]1 | -2.8 | -4.1 | -1.2 | -4.4 | -1.9 | -12.2 | -2.2 | -1.0 | -1.4 | -12.1 | -3.9
O=C(C1CCCO1)N1CCC(c2nc3ccccc3[nH]2)CC1 (stereo not given) | 2.5 | 0.1 | -1.1 | -0.3 | 0.5 | 2.6 | 2.2 | 0.7 | -1.4 | -0.2 | 2.9
c1ccc2sc(N3CCCCC3)nc2c1 | 13.3* | 7.8* | -0.3 | 0.1 | 4.9 | 2.9 | 1.8 | 2.7 | 1.6 | 12.5 | 1.3
O=C(C1CCC(=O)N(C2CCCC2)C1)N1CCN(Cc2cccc(F)c2)CC1 (stereo not given) | 0.6 | -0.1 | -1.3 | 0.8 | 0.8 | 5.7 | 3.4 | 0.4 | -1.3 | 6.6 | 1.8
COc1ccc(N/C=C/C(=O)c2ccc(Cl)cc2)cc1 | 13.3* | 3.6 | 0.5 | -1.3 | 5.1 | 3.5 | 4.8 | 1.1 | 2.9 | -14.6 | -0.3
COc1cc(/C=C/C(=O)OCC(=O)Nc2cc(S(=O)(=O)N(C)C)ccc2Cl)ccc1O | -0.9 | 0.7 | 0.1 | 0.2 | 0.5 | -8.2 | 2.6 | 0.1 | 1.2 | -13.7 | -11.3
Cc1ccc(OCC(=O)Nc2ccncc2)c(C)c1 | -4.4 | -1.1 | -2.0 | -0.3 | -0.5 | 0.5 | -2.7 | -4.4 | -4.8 | 8.0 | 2.5
CN(c1cccc(NC(=O)CN(c2cccc(Cl)c2)S(=O)(=O)c2ccccc2)c1)S(C)(=O)=O | -1.7 | -0.6 | -0.8 | 0.0 | -3.6 | -7.0 | -0.3 | -0.5 | -0.7 | -35.4 | -3.9
CCN(C(=S)Nc1ccc(Oc2ccccc2)cc1)c1ccccc1 | 4.1 | -0.3 | -0.9 | -0.1 | 1.7 | 4.6 | -1.6 | 1.1 | 0.1 | -3.1 | 8.4
O=C(O)CCn1cc(/C=C\C(=O)c2ccc(Cl)cc2)c(-c2cccc(Br)c2)n1 | -2.9 | -0.9 | -1.4 | -0.3 | -2.1 | 2.0 | -1.0 | 1.1 | -2.8 | -51.4 | -2.9
C/C(=N/NC(=O)c1ccncc1)c1c[nH]c2ccccc12 | 0.9 | 0.2 | 0.7 | 0.1 | 2.8 | -3.0 | 0.1 | -1.5 | 2.8 | 1.2 | 2.9
Cc1ccc(C(C)C)c(OCC(=O)OCC(=O)NC2CCS(=O)(=O)C2)c1 (stereo not given) | 1.0 | 1.2 | -0.6 | -1.0 | 1.1 | 2.4 | -1.3 | -0.5 | 0.3 | -4.3 | 5.3
O=C1NC(Cc2ccccc2)C(=O)N1CC(=O)N1CCCc2ccccc21 (stereo not given) | 0.5 | -0.5 | -1.1 | 0.1 | -2.3 | -1.3 | -1.5 | -0.5 | -1.5 | -3.8 | -4.4
Cc1c(C(=O)N(C)CCCCN2CCOCC2)oc2c(F)cccc12 | 1.8 | 0.3 | -1.0 | -0.4 | 1.7 | 3.6 | -1.4 | 0.3 | -2.4 | 2.0 | 3.4
N#C/C(=C\c1ccccc1Br)C(=O)NC1CC1 | 1.3 | 2.2 | -0.2 | -0.1 | 1.2 | 7.5 | 4.8 | 1.4 | 0.3 | 4.6 | 4.9
O=C(Nc1ccc(OCc2ccccc2)cc1)Nc1ccccc1C(=O)NCCCN1CCOCC1 | 3.2 | 0.4 | -0.7 | 0.4 | 0.6 | -0.6 | -0.4 | 2.5 | -0.7 | -10.8 | -0.1
CNC(=O)C[C@H]1C(=O)N(c2ccc(OC)cc2)C[C@@H]1Cc1ccccc1 | -1.6 | 1.9 | -1.0 | 0.3 | 0.5 | -1.4 | 2.6 | 0.1 | -0.4 | 1.0 | -5.6
CCN(CC)C(=O)Cn1cnc2sc(C(=O)N3CCN(Cc4ccc5c(c4)OCO5)CC3)c(C)c2c1=O | -1.7 | -0.9 | -1.9 | -0.3 | -0.1 | -1.7 | -1.9 | -2.5 | -3.5 | -0.1 | -0.9
CC(C)NC(=O)c1ccc(C2SCC(=O)N2Cc2ccccc2)cc1 (stereo not given) | 0.1 | -0.6 | -1.7 | -0.2 | 2.7 | -2.7 | -0.4 | 0.5 | 1.1 | 3.2 | -2.5
COc1ccc(C(=O)NC(CCSC)C(=O)NC2CC2)cc1 (stereo not given) | 1.2 | 0.2 | -1.0 | 0.1 | -0.4 | 1.1 | 1.5 | 1.0 | 0.2 | 4.1 | 2.8
N#CCCCn1c(=O)oc2ccccc21 | 1.6 | -0.5 | -0.6 | 0.8 | 1.2 | 6.3 | -2.5 | -1.8 | 1.3 | -0.1 | 1.7
Cc1c(C(=O)C(=O)N2c3ccc(F)cc3CCC2C)c2ccccc2n1C (stereo not given) | 1.9 | -1.2 | -1.1 | 0.2 | -1.6 | -20.5 | -1.4 | -1.8 | -1.3 | 0.6 | -15.2
COc1ccc(/C=C/C(=O)Oc2ccc(C)c(C)c2)cc1OC | 0.3 | 0.1 | -1.0 | -3.2 | 3.6 | 1.0 | -0.7 | 0.9 | -0.8 | -8.7 | -5.4
O=S(=O)(Nc1ccc(-n2cccc2)cc1)c1ccccc1 | -0.9 | -0.9 | -1.2 | -0.5 | -1.4 | 0.3 | -1.7 | -1.1 | -1.9 | -41.3 | -1.6
COc1cccc(C(=O)NNC(=O)c2ccccc2)c1 | 6.5 | 0.5 | 1.4* | 0.0 | 2.9 | 1.3 | 5.7 | 2.3 | 4.7 | 2.7 | 4.9
